EphB4 ephrin blk: blocks human EphB4 binding to ephrin-B2; P54760; EphB4 LBD / TNYL-RAW-Alexa532 peptide, fluorescence polarization; inhibition, % at 7 µM; hit rate 0.15% among 97,000;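 active = inhibition above the screen-wide mean inhibition plus 3 SD, cut at about 15% in these data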;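 note: 0% = DMSO wells and 100% = excess unlabeled TNYL-RAW peptide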
S1P2 antag: antagonists of human S1P2 receptor | O95136 | cell-based S1P2 antagonist assay, inhibition at 5 uM | inhibition, % at 5 µM | hit rate 0.21% among 97,000 | AID 736; in the data active = inhibition above about 45%;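 note: CRE beta-lactamase reporter cells expressing human S1P2 stimulated with S1P; 0% = agonist at EC80 alone and 100% = agonist plus reference antagonist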
PLK1 PBD inh: inhibitors of human Plk1 polo box domain binding | inhibition, %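 (tested at about 20 µM)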 | Plk1 PBD phosphopeptide binding, fluorescence polarization | AID 693 | hit rate 0.13% among 97,000; in the data active = inhibition above about 34%, passing the limit was not always enough
PLK1 kinase inh: inhibitors of human PLK1 kinase; hit rate 0.53% among 97,000; AID 619; P53350; inhibition, % at 10 µM; recombinant PLK1 kinase, TR-FRET peptide phosphorylation;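 active = inhibition of 50% or more in the single-concentration screen; inactive = inhibition below 50%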;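 note: 0% = DMSO max control and 100% = H-89 dihydrochloride min control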
S1P2 ag: S1P2 (human) receptor agonism | hit rate 0.46% among 97,000 | activation, % at 4.5 µM | O95136 | S1P2-expressing cell line, agonist reporter read-out; in the data active = activation above about 16%;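 note: 0% = vehicle low control and 100% = maximal reference agonist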
FAK inh: FAK (human) kinase inhibition; Q05397; biochemical FAK kinase activity assay; inhibition, %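 (tested at 7 µM)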; hit rate 0.84% among 97,000; AID 727; in the data active = inhibition above about 19%;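 note: 0% = DMSO and 100% = reference compound high control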
Target sequence (Q05397 whole entry, looked up): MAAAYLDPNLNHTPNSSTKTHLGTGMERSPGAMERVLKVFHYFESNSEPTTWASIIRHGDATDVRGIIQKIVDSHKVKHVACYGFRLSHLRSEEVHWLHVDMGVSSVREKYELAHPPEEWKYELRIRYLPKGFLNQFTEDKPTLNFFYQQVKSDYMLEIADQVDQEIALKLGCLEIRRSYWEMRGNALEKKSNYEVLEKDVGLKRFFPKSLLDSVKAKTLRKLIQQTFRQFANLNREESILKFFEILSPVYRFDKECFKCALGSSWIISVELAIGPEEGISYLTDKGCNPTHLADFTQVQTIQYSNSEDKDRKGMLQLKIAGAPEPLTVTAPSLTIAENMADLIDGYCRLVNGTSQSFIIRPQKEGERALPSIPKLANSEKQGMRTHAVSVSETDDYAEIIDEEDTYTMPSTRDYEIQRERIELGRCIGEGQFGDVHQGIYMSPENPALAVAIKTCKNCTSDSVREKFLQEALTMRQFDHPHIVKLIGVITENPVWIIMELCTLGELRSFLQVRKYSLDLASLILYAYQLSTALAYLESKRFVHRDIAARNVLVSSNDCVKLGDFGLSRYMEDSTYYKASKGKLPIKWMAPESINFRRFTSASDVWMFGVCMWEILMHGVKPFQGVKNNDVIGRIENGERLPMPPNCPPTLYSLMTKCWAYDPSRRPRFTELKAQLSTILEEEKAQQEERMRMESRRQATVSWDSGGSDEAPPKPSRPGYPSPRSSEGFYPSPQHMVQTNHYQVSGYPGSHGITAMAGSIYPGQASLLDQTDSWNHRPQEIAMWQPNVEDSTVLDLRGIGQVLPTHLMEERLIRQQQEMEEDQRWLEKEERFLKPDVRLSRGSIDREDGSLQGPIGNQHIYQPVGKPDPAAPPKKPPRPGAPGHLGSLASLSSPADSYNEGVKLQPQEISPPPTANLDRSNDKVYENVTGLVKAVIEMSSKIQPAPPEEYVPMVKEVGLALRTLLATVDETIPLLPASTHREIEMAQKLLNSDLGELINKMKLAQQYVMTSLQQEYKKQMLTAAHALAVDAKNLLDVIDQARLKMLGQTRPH
PLAP activator: activators of human placental alkaline phosphatase; P05187; purified PLAP enzyme, luminescent substrate read-out; active compounds read high; activation fold at 20 µM; hit rate 1.2% among 96,000; AID 696; in the data active = activation fold above about 2
HIV Rev-RRE inh: disrupts HIV-1 Rev binding to RRE RNA. P05866. hit rate 0.79% among 97,000. Rev peptide-RRE RNA binding, FRET. inhibition, % at 8 µM;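 active = inhibition above the screen-wide mean plus 3 SD, cut at about 35% in these data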;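 note: 0% = median DMSO wells and 100% = median Neomycin B control wells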
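Test system: labelled RRE RNA duplex and labelled Rev peptide. Times: 5 min compound–RNA preincubation, then 15 min with peptide, 25 °C. Doses: single-dose 8 µM. Measured by: FRET, excitation 480 nm, emission 540 nm donor and 671 nm acceptor. Measure: % inhibition of FRET ratio versus controls.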
MT1-MMP txn act: activates MT1-MMP transcription; HT1080 MT1-MMP promoter luciferase reporter, luminescence, overnight; active compounds read high; activation factor at 10 µM; hit rate 0.16% among 86,000; AID 750;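 active = activation factor of at least 2 for MT1-MMP transcription at 10 µM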
Active calls of the source: *; . = no result given; [ ] = dose if it differs, or a comment.

Molecule	EphB4 ephrin blk	S1P2 antag	PLK1 PBD inh	PLK1 kinase inh	S1P2 ag	FAK inh	PLAP activator	HIV Rev-RRE inh	MT1-MMP txn act
O=C(CSCc1ccc(Br)cc1)Nc1ccc(S(=O)(=O)N2CCCCCC2)cc1	7	11	0	0	-7	1	1	18	.
O=C(Cn1cnc2ccccc2c1=O)c1ccc2c(c1)OCCO2	1	13	0	-90	-2	-2	1	4	1.1
CCN1/C(=C/C(=O)c2ccco2)Sc2ccccc21	-3	4	-3	-2	9	0	1	9	1.4
O=C(c1ccco1)N1CCN=C1SCc1c(F)cccc1Cl	0	-6	14	-1	-5	-3	0.9	6	0.9
CC(CN1CCN(C)CC1)OC(=O)c1ccccc1 (stereo unspecified)	3	4	-21	-7	-4	-3	1	2	1.2
Cc1ccc2[nH]c(=O)c(CN(C)C(=O)c3ccccn3)cc2c1	2	10	-6	-16	-6	2	1	8	1.2
C=CCn1c(SCc2csc(C)n2)nc2scc(-c3ccc(C)o3)c2c1=O	-6	-16	-7	-17	-6	3	1.1	2	1.1
CCCCN1C(=O)C(O)=C(C(C)=O)C1c1ccc(OC)cc1OC (stereo unspecified)	-16	-7	-16	-15	-3	-3	1.1	2	1.3
O=S1(=O)C[C@@H](N2CCOCC2)[C@H](N2CCOCC2)C1	-8	-17	13	5	-2	-4	.	1	1.1
CCc1nnc(NC(=O)CSc2nnc(COc3ccccc3C)o2)s1	-3	30	22	-9	-4	1	1.1	6	1.1
Cc1ccc(C(=O)Cn2nnc3ccccc32)cc1C	0	19	5	-5	-4	0	0.7	3	.
Cc1onc(-c2ccccc2Cl)c1C(=O)Oc1cc(N)n(S(=O)(=O)c2ccc(F)cc2)n1	14	18	34	-1	-9	6	1	24	1.1
O=C1CCCN1CCCNc1ncnc2c1[nH]c1ccc(Cl)cc12	2	11	-14	-8	17*	29*	1	12	1.4
COc1ccc(C(C[N+](=O)[O-])c2c(-c3ccccc3)cc3ccccn23)cc1 (stereo unspecified)	1	-7	-13	-8	-4	-2	1.5	6	1.5
O=C(O)C1CC=CCC1C(=O)N1CCN(c2nc(-c3ccccc3)c3ccccc3n2)CC1 (stereo unspecified)	-9	-16	-3	6	21*	-2	1.4	1	1.3
CC(=O)Nc1ccc(S(=O)(=O)Nc2cccc(C(=O)NC(C)(C)C)c2)cc1	-9	14	13	-9	-8	0	0.9	1	1
O=C(CSc1nnc(-c2ccncc2)n1Cc1ccco1)c1ccc(Cl)cc1	-3	-14	2	-14	3	-1	1.1	4	1.1
CCOC(=O)c1[nH]c2ccccc2c1NC(=O)Nc1ccc(OC)cc1	-8	-1	22	-11	-8	0	1	-3	.
COc1ccccc1-c1nc(C#N)c(N2CCN(c3cccc(Cl)c3)CC2)o1	0	7	14	-41	-3	3	1.5	3	1.1
Cc1cccc(Cn2cnc3c(nnn3Cc3ccc(F)cc3)c2=O)c1	2	16	16	-4	-3	1	0.7	16	1.2
Cc1nc(SCC(=O)OCc2ccccc2)c2c(=O)n(C)c(=O)n(C)c2n1	.	.	24	-11	.	.	1.1	.	1.1
CC1=CC(C)(C)N2C(=O)C3(C(C#N)=C(N)OC4=C3C(=O)CCC4)c3c(C)c(C)cc1c32 (stereo unspecified)	1	-4	2	-2	-3	-2	1	2	1.1
COc1ccc(CNC(=O)CSc2nc(-c3ccccc3)cc(-c3cccs3)c2C#N)cc1	-2	-19	22	-9	-1	-2	0.8	13	1.1
Cc1ccc(NC(=O)CC2S/C(=N/c3nccs3)N(C)C2=O)c(C)c1 (stereo unspecified)	-4	8	8	-1	-2	4	0.9	3	.
CC(C)N(C#N)c1nc(N2CCOCC2)nc(N2CCOCC2)n1	0	-3	13	0	-1	-1	1.1	0	1.2

Five records drawn at random from the list so far, as already listed:
Molecule	EphB4 ephrin blk	S1P2 antag	PLK1 PBD inh	PLK1 kinase inh	S1P2 ag	FAK inh	PLAP activator	HIV Rev-RRE inh	MT1-MMP txn act
Cc1ccc(C(=O)Cn2nnc3ccccc32)cc1C	0	19	5	-5	-4	0	0.7	3	.
C=CCn1c(SCc2csc(C)n2)nc2scc(-c3ccc(C)o3)c2c1=O	-6	-16	-7	-17	-6	3	1.1	2	1.1
O=C1CCCN1CCCNc1ncnc2c1[nH]c1ccc(Cl)cc12	2	11	-14	-8	17*	29*	1	12	1.4
CC(C)N(C#N)c1nc(N2CCOCC2)nc(N2CCOCC2)n1	0	-3	13	0	-1	-1	1.1	0	1.2
O=S1(=O)C[C@@H](N2CCOCC2)[C@H](N2CCOCC2)C1	-8	-17	13	5	-2	-4	.	1	1.1

The list continues.
Molecule	EphB4 ephrin blk	S1P2 antag	PLK1 PBD inh	PLK1 kinase inh	S1P2 ag	FAK inh	PLAP activator	HIV Rev-RRE inh	MT1-MMP txn act
O=C(NNC(=O)c1ccccc1Br)c1ccc(Cl)cc1	-7	8	-20	-1	-3	4	1.1	14	.
CCOC(=O)CSC1=C(C#N)C(c2ccc3c(c2)OCO3)CC(=O)N1 (stereo unspecified)	1	-21	-3	-10	0	-1	1	8	1
CC(C)CC(OC(=O)c1cccs1)C(=O)NCc1ccco1 (stereo unspecified)	0	-6	-12	-12	-1	3	1.3	-2	1.1
COc1ccccc1N1CCN(Cc2nc(N)nc(Nc3ccc(C)c(Cl)c3)n2)CC1	-3	22	-1	1	-11	6	1.5	8	1.1
CC(C)(C)C(=O)Nc1ccccc1C(=O)Nc1ccccn1	-5	-12	19	0	0	2	.	-4	1.2
CCCc1cc(-n2ccnc2)n2c(nc3ccccc32)c1C#N	-8	-4	-161	-4	-6	4	1.1	118*[fluorescence artefact?]	1
c1ccc(Cc2nn3c(C4COc5ccccc5O4)nnc3s2)cc1 (stereo unspecified)	6	-1	-4	-2	-6	1	1	6	1.4
Cc1[nH]n(-c2ccc(F)cc2)c(=O)c1/C=N/c1sc2c(c1C#N)CCCC2	-11	1	-18	10	-4	1	1.4	1	.
O=C(c1cccs1)c1no[n+]([O-])c1C(=O)c1cccs1	9	9	-14	-2	0	-11	1	2	0.2
COc1ccc(-n2c(=O)c3c4c(sc3n3c(C)nnc23)CC(C)CC4)cc1 (stereo unspecified)	1	-9	-10	-11	-2	1	.	8	1.1
O=C(CSc1nc2ccccc2c(=O)n1NC(=O)c1ccccc1)c1ccccc1	5	-9	-23	-6	-5	11	1.1	8	1.5
CCn1c(Cc2ccccc2)nnc1SCC(=O)Nc1ccc(N)cc1	-5	-24	-4	-11	-1	-1	0.9	2	1.3
O=C(NCc1ccccn1)c1cc(-c2ccccc2Cl)on1	5	18	-20	-11	-5	0	1	3	1.3
Cc1c(N=Cc2c(O)n(C3CCCCC3)c(=O)[nH]c2=O)c(=O)n(-c2ccccc2)n1C	4	9	-1	-20	-2	0	1.5	8	1.1
Cc1ccc(-n2c(CCc3ccccc3)nnc2SCC(=O)NCc2ccccc2)cc1C	-1	-12	-1	-13	-3	2	0.9	5	1
CCC(=O)N=c1sc2c(OC)ccc(OC)c2n1C	-7	-17	9	-17	-7	14	.	2	1.1
COc1ccc(CN2CC(C(=O)NCCCN3CCN(C)CC3)CC2=O)cc1 (stereo unspecified)	-2	-30	-20	-32	-1	0	1	5	.
Cc1ccc2nc(-c3ccc(NC(=O)c4ccco4)cc3)[nH]c2c1	-8	10	-20	-4	-6	3	0.8	17	1.3
O=c1[nH]ncc2c3ccccc3n(Cc3ccccc3)c12	3	11	1	34	-8	20*	0.9	12	1
CCOC(=O)CNC(=O)c1cccs1	3	3	-16	-7	-2	1	.	1	1.2
CC1CCN(C(=O)CSc2nc3ccccc3c(=O)n2Cc2ccc3c(c2)OCO3)CC1	2	6	14	-16	-2	7	1.4	-2	1.1
CCOc1ccccc1-n1c(SCC(=O)N2CCCC2)nnc1-c1ccc(O)cc1	6	2	20	0	-2	-1	1.3	-2	1
CCCN(Cc1ccccc1)C(=O)Nc1ccc2c(c1)nnn2C	-1	27	1	-8	-2	1	1.3	-1	1.4
Cn1c(C(=O)N2CCCC(C(=O)NCCCc3ccccc3)C2)cc2sccc21 (stereo unspecified)	-2	-1	-21	-10	-2	0	1.7	4	1.1
COc1ccc(OC)c(Nc2nc(-c3sc(N)nc3C)cs2)c1	9	-9	6	-3	-7	1	1.2	4	0.9

Next section.
Molecule	EphB4 ephrin blk	S1P2 antag	PLK1 PBD inh	PLK1 kinase inh	S1P2 ag	FAK inh	PLAP activator	HIV Rev-RRE inh	MT1-MMP txn act
CCOC(=O)c1c(C)[nH]c(C(=O)COC(=O)c2ccccn2)c1C	1	-4	-8	4	-6	4	0.9	6	1.3
O=C(Nc1nc2nc(-c3ccccc3)cc(-c3ccccc3)n2n1)c1ccco1	2	2	3	-7	-3	3	1.3	8	1.1
O=C(COc1ccc([N+](=O)[O-])cc1)N/N=C/c1ccccn1	-9	-7	-36	2	-10	3	0.9	-1	.
COc1ccc(-n2c(Cc3cccn3C)nnc2SCC(N)=O)cc1	2	11	46	1	-8	-3	1.3	-1	1.1
Cc1cc(C)c2c(n1)nn1c(C3CC3)cc(C(F)(F)F)nc21	-2	4	-2	0	-6	1	.	0	1.1
O=C(Cc1cccs1)Nc1nncs1	-4	25	-15	-3	-3	1	0.7	2	1.2
CC(=O)c1c(C)[nH]c(C(=O)OCC(=O)N2CCN(S(=O)(=O)c3ccc(C)cc3C)CC2)c1C	3	16	15	-8	-6	3	2*	7	.
Cc1cc(CN2C(=O)c3ccccc3C2=O)cc(N2CCOCC2)c1	-9	7	-16	-10	-2	4	1.4	7	1.2
CC(=O)N1CCN(c2cc(N3CCc4ccccc4C3)c(F)cc2[N+](=O)[O-])CC1	-6	24	11	-6	-1	3	1.2	-3	.
Cc1cc(C)c[n+](-c2nc3ccccc3nc2C(=C=[N-])C#N)c1	8	-10	-17	-13	-3	-2	0.7	16	.
CCSc1nnc(NC(=O)C2CCCCC2C(=O)OCC(F)(F)C(F)F)s1 (stereo unspecified)	-6	4	10	-2	-2	7	1.1	6	1

High-throughput results deposited in PubChem by several laboratories.
